Bioassay records (PubChem BioAssay)
SNCA expr inhib: reduces expression of the alpha-synuclein gene. HEK-293 SNCA-luciferase knock-in, luminescence, 24 h. Potency, µM (top dose mostly 57.2 µM), for inactives: top-dose activity change, negative = inhibition, hits mostly inhibitors. 140,000 compounds, 0.17% hits. AID 1671194;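 further: potency means the concentration at half of the fitted maximal effect; plate controls were DMSO cells for no effect and cell-free wells for full effect; nearly all actives have a fitted effect of over 45% in size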
NIH3T3 tox: kills NIH 3T3 cells. NIH 3T3 viability, CellTiter-Glo ATP luminescence, 48-72 h. Potency, µM (series often up to 96.7 µM), without a hit: top-dose activity change, negative = cytotoxicity, usual class: inhibitors. 94,000 compounds, 4.3% hits. AID 1345082; further: potency means the concentration at half of the fitted maximal effect; nearly all actives have a fitted effect of over 55% in size
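Cytotoxicity was measured by CellTiter-Glo ATP luminescence after 48 or 72 h compound exposure at 37 °C. Mouse NIH 3T3 fibroblasts were seeded at 400 cells/well and dosed by 23 nL pin transfer.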
GPT2 inh: inhibitors of human GPT2 alanine aminotransferase; Q8TD30; Recombinant GPT2, coupled pyruvate oxidase/HRP Amplex Red fluorescence; Potency, µM (highest dose often 57.7 µM), for the others: top-dose activity change, negative = inhibition, actives largely listed as inhibitors; 100,000 compounds, 0.25% hits; AID 1671188; further: potency means the concentration at half of the fitted maximal effect; nearly all actives have a fitted effect of over 60% in size; many of its hits are not listed in these tables
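Inhibition is scored from Amplex Red fluorescence generated when pyruvate oxidase and HRP act on pyruvate released by GPT2. Reactions contain 10ng/uL enzyme, 250uM a-KG and 2mM L-alanine and run 30 min at room temperature.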
HEK cytotox: HEK 293 cell cytotoxicity; HEK 293 viability, ATP luminescence (CellTiter-Glo), 48-72 h; Potency, µM (titrated, usually from 115 µM), for inactives: at the highest dose activity change, negative = cytotoxicity, most hits filed as inhibitors; 94,000 compounds, 6.6% hits; further: potency means the concentration at half of the fitted maximal effect; nearly all actives have a fitted effect of over 60% in size
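HEK 293 seeded at 250 cells/well receive compound via pintool. After 48 or 72 hr at 37 degree Celsius, 5% CO2 and 95% humidity, CellTiter-Glo is dispensed and luminescence read following 10 min at room temperature.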
IP6K1 inhibitor: blocks human inositol hexakisphosphate kinase 1. Q92551. IP6K1 kinase, ADP-Glo luminescence, 2 h; hits give low values. AID 1645851. activity change, % (series mostly up to about 58 µM). 140,000 compounds, 0.81% hits; in the data active means activity change below about -25%
Target sequence (Q92551 whole entry, looked up): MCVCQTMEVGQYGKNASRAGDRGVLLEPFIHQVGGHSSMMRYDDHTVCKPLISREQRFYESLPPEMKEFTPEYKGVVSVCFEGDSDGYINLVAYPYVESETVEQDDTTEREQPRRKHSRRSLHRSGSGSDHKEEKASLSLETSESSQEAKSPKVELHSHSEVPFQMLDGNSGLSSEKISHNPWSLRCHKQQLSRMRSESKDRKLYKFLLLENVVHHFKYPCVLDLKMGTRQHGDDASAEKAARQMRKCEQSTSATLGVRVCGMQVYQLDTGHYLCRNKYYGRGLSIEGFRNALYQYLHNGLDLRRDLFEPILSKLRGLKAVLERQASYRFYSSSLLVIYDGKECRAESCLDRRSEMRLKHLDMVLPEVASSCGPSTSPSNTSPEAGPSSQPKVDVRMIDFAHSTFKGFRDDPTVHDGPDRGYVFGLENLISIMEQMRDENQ
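ADP-Glo luminescence measures ADP made by human IP6K1 during a 2 h RT reaction with ATP/IP6 (mix at 1.3 mM/130 uM); top library doses 57.5 and 19.1 uM final.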
HEK293 viab: cell viability loss counter-screen; AID 1671193; HEK-293-SNCA-luc viability, GF-AFC fluorescence, 24 h; 150,000 compounds, 0.12% hits; Potency, µM (top dose mostly 57.1 µM), for the others: at the highest dose activity change, negative = cytotoxicity, usual class: cytotoxic;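 further: potency means the concentration at half of the fitted maximal effect; 0% = DMSO-treated cells and -100% = medium-only wells without cells; nearly all actives have a fitted effect of over 30% in size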
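Cytotoxicity counterscreen: after 24 h compound treatment of genome-edited SNCA-luciferase HEK-293 cells, live-cell protease substrate GF-AFC read by fluorescence after 30 min; activity scaled between DMSO (0%) and medium-only (-100%), curves Hill-fitted.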
Luciferase inh: blocks purified firefly luciferase enzyme activity | purified P. pyralis luciferase, luminescence, biochemical | Potency, µM (highest dose often 115 µM), for the others: top-dose activity change, negative = inhibition, hits mostly inhibitors | P08659 | 76,000 compounds, 2.5% hits | AID 1347043; further: potency means the concentration at half of the fitted maximal effect; nearly all actives have a fitted effect of over 65% in size
Target sequence (P08659 whole entry, looked up): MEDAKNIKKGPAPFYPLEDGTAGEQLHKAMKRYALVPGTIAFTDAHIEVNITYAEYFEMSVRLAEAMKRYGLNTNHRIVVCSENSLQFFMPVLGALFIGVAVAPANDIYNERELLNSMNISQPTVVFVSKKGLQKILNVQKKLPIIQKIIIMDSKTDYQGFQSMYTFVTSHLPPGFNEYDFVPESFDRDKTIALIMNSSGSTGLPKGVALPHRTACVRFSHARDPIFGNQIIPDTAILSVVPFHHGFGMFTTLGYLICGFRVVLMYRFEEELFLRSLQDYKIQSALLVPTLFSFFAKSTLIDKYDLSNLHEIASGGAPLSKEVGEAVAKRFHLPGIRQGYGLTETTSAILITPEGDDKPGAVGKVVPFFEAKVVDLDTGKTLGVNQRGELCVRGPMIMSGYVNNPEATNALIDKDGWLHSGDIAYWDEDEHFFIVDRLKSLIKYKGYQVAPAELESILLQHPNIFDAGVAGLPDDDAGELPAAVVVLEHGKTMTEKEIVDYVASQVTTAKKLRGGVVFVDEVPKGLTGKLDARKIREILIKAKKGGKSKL
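Luminescence read by CCD imager after adding enzyme (10nM final) to wells holding compound, titrated in qHTS. Substrates 10uM each D-luciferin and ATP; buffer 50mM Tris acetate pH 7.5, 10mM Mg acetate, Tween-20, BSA.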
Active calls of the source: *; i = inactive; ? = inconclusive; / = not tested or not shown; [ ] = dose if it differs, or a comment. Unless noted, the call rests on the fitted dose curve; in most records, active means well fitted curve in the direction sought with a large enough effect; inconclusive means small, poorly fitted or top-dose-only effect, or another doubt; inactive means no such curve, though single readings can be large; an effect the other way counts as inactive or inconclusive. Unless noted, on the % scale 0 is the no-effect control and ±100 the full control effect.

molecule,HEK293 viab,NIH3T3 tox,SNCA expr inhib,HEK cytotox,GPT2 inh,Luciferase inh,IP6K1 inhibitor
COc1ccc(-c2nc(CN3CCC(C(=O)NCc4ccccc4)CC3)c(C)o2)cc1OC,26%,/,-1%,/,/,/,6
CC(C)OCCCNC(=O)c1c2c(nc3ccccc13)C(=O)N(C1CCCCC1)C2,2%,/,-13%,/,/,/,22
COc1cccc(C(=O)N2CCN(c3cc(C(F)(F)F)nc(C)n3)CC2)c1OC,-15%,-30%,-22%,-1%,i,0%,6
CCCCN(CCCC)c1ncnc2c1cnn2-c1cccc(C)c1,9%,/,-10%,/,/,/,-15
COc1ccc(CCN2C(=O)c3oc4cc(C)cc(C)c4c(=O)c3C2c2ccc(F)cc2)cc1OC (configuration not stated),-10%,/,-19%,/,/,/,-13
COCc1ccc2c(c1)c(OC(C)(C)C(=O)Nc1cc(C)nn1C)nn2Cc1ccccc1,-16%,?,-7%,?,1%,-3%,-13
Cc1nnnn1CCCN1CC[C@H]2NCCC[C@]2(C(=O)O)C1,-11%,i,?,-3%,-5%,-27%,1
CCOC(=O)COc1ccc(C2C(C(=O)OC)=C(C)NC3=C2C(=O)c2ccccc23)cc1Cl (configuration not stated),-15%,/,3%,/,/,/,8
CS(=O)(=O)c1ccc(OC[C@H]2C[C@@H](NCc3ccc(F)cc3)[C@H](O)[C@@H]2O)cc1,-1%,0%,-12%,4%,?,8%,-12
Cc1cccc(NC(=O)c2ccc(N(Cc3ccccc3)S(C)(=O)=O)cc2)c1,-16%,/,?,/,/,/,-5
O=[S+]([O-])(c1ccccc1)N1CCNc2cnc(Nc3cccc(F)c3)nc2C1,?,?,-22%[87.6 µM],89µM*,-9%[88.5 µM],-2%[172 µM],-11
CCOC(=O)C1CCN(c2nc3c(S(=O)(=O)c4ccc(Br)cc4)nnn3c3ccsc23)CC1,7%,/,-24%,/,/,/,-12

Overlap with the part before: three compounds, then new ones.
molecule,HEK293 viab,NIH3T3 tox,SNCA expr inhib,HEK cytotox,GPT2 inh,Luciferase inh,IP6K1 inhibitor
Cc1cccc(NC(=O)c2ccc(N(Cc3ccccc3)S(C)(=O)=O)cc2)c1,-16%,/,?,/,/,/,-5
O=[S+]([O-])(c1ccccc1)N1CCNc2cnc(Nc3cccc(F)c3)nc2C1,?,?,-22%[87.6 µM],89µM*,-9%[88.5 µM],-2%[172 µM],-11
CCOC(=O)C1CCN(c2nc3c(S(=O)(=O)c4ccc(Br)cc4)nnn3c3ccsc23)CC1,7%,/,-24%,/,/,/,-12
COc1ccc(N(C)C(=O)Cn2cc(S(=O)(=O)N3CCN(c4ccccc4F)CC3)c3ccccc3c2=O)c(OC)c1,-17%,/,13%,/,/,/,9
CCCN1CCN(CCCNC(=O)c2ccc3c(c2)sc2nc(-c4ccc(OC)cc4)cn23)CC1,1%,/,115%[activator],/,/,/,-5
Cc1noc(C)c1-c1cc2cc(C(C)C)oc2c(-c2c(C)noc2C)n1,15%[87.6 µM],?,33%[activator][87.6 µM],?,0%[88.5 µM],-9%[172 µM],2
COc1cccc(-c2cccc(C(=O)N3CCCC3C(=O)N3CCN(c4ncccn4)CC3)c2)c1 (configuration not stated),-10%,-18%,-2%,-26%,-8%,/,1
COc1ccc(-c2nc3sc(CCNC(=O)C(=O)Nc4ccc(C)c(F)c4)c(C)n3n2)cc1,3%,/,87%[activator],/,/,/,11
O=C(NCc1ccccc1)c1ccc2c(c1)N(Cc1ccccc1F)C(=O)c1ccccc1S2=O (configuration not stated),-22%,/,-9%,/,/,/,-6
Cc1ccccc1-c1noc(CSc2nc3ccccc3[nH]2)n1,-9%,/,53%[activator],/,/,/,2
CS(=O)(=O)c1ccc(CN2CCN3C(=O)N(Cc4ccccc4)C[C@H]3C2)cc1,-10%[87.6 µM],-12%[138 µM],-13%[87.6 µM],-28%[172 µM],i,-3%[172 µM],-11
COC1CN(c2cccc(F)c2)C12CCN(C(=O)NC(C)(C)C)CC2 (configuration not stated),-2%,-18%,?,?,i,0%,-4
CCc1ccccc1N1C(=O)N(Cc2cccc(Cl)c2)c2ccccc2S1(=O)=O,-5%,/,-3%,/,/,/,1
CCc1nc2c(c(-c3ccc(O)cc3)n1)CN(C(=O)C1CCCC1)CC2,1%,?,-5%,40µM*,i,/,17
CC(Oc1ccccc1)C(=O)Nc1ccc(C(=O)OCc2cc(=O)n3nc(C4CC4)sc3n2)cc1 (configuration not stated),4%,/,-9%,/,/,/,-2
CC(C)OCCCNC(=O)CN1C(=O)c2cccnc2Sc2ccccc21,6%,/,-14%,/,/,/,4
Cc1nnc2ccc(N3CCCC(NC(=O)c4cccc(C(F)(F)F)c4)C3)nn12 (configuration not stated),/,?,/,?,/,/,-1
CCC(=O)Nc1ccc2nnc(-c3ccc(C(=O)Nc4ccc(OC)cc4)cc3)n2c1,5%,1%,6%,8%,4%,-3%,-1
CN1CCC(C2CCN(Cc3ccc(CCC(C)(C)O)cc3)CC2)CC1,-4%,-9%,-9%,-10%,i,-4%,2
Clc1ccccc1CNC1(Cc2cc(-c3ccccc3)on2)COC1,9%[87.6 µM],?,-12%[87.6 µM],112µM*,0%[88.5 µM],-19%[172 µM],-9
CN(CCc1cn[nH]c1)C(=O)C1CCN(C(=O)C2CCC2)CC1,0%,i,-9%,i,1%,12%,-1
O=C(Cc1ccccn1)N1CCN(C(=O)c2cccc(-c3ccccn3)c2)CC1,-8%[12.5 µM],-17%,17%,-5%,i,/,-9
CC(C)Cc1nn2c(=O)cc(COC(=O)c3cccc(NC(=O)c4ccccc4)c3)nc2s1,3%,/,78%[activator],/,/,/,4
CC1(C)CC[C@]2(C(=O)O)CC[C@]3(C)C(=CCC4[C@@]5(C)CC[C@H](O[C@@H]6O[C@H](C(=O)O)[C@@H](O)[C@H](O)[C@H]6O)C(C)(C)C5CC[C@]43C)C2C1 (some centres not stated),3%[23.9 µM],/,/,/,i,/,-10
CCn1ccnc1CN(C)C(=O)c1cn(Cc2ccccc2F)nn1,-5%,-10%,11%,-10%,2%,7%,18
O=C(c1cccc(Cl)c1)N1CCCC(n2cc(-c3nc(-c4ccccc4)no3)nn2)C1 (configuration not stated),-27%,?,27%,?,-5%,?,-6
O=C(c1ccc2ccccc2n1)N1CCOC(C(F)(F)F)C1 (configuration not stated),10%,3%,-1%,4%,i,-1%,24
CC(=O)N1CC2(CCN(C3CCCCC3)CC2)Cc2ccccc21,-3%,-5%,-7%,-19%,-7%,/,-10
CC(C)CCNC(=O)CSCc1cnn(-c2ccccc2)c1-n1cccc1,-3%,/,-20%,/,/,/,2
COc1ccc(C)cc1NC(=O)COCc1cc(-c2ccc(F)cc2)on1,4%,/,?,/,/,/,9
Cc1ccc(-c2nnc(Nc3cccc(O)c3)c3ccccc23)cc1S(=O)(=O)N1CCOCC1,6%,/,?,/,/,/,27
CCn1cc2nc(SCc3cc(C)ccc3C)n(Cc3ccc(Cl)cc3)c(=O)c2n1,-8%,/,-19%,/,/,/,11
Cc1nc2cccnc2n1CC1CCCN(C(=O)Nc2cccc(C(F)(F)F)c2)C1 (configuration not stated),-8%,?,-2%,?,2%,-10%,-6
Cn1c(CN2Cc3[nH]cnc3C[C@H]2C(=O)NCc2ccc(C(F)(F)F)cc2)nc2ccccc21,5%,?,25%,-18%,-15%,0%,8
COc1ccc(Cc2nc3ccc(C(=O)NCc4cc(Br)ccc4OC)cc3o2)cc1,3%,/,-21%,/,/,/,25
CCOc1cc(=O)n2c(c1C(=O)Nc1ccc(F)cc1C)CCCCC2,-8%,i,-20%,0%,i,-2%,13
Cc1nn(C)c(C)c1CCC(=O)N1CC[C@](C)(O)[C@@H](O)C1,-4%,-4%,-26%,-1%,4%,4%,9
CCc1ccc(CNc2ncc(-c3cccc(OC)c3)n2C)cc1,-14%,/,-6%,/,/,/,3
O=C(CCCN1CCCCC1=O)N[C@@H]1[C@@H]2CCO[C@@H]2[C@@H]1C1CCCC1,-2%,-21%,1%,-7%,i,5%,11

Given with values under each structure: entries from further up.
Each structure is followed by: HEK293 viab | NIH3T3 tox | SNCA expr inhib | HEK cytotox | GPT2 inh | Luciferase inh | IP6K1 inhibitor
Cc1nc2cccnc2n1CC1CCCN(C(=O)Nc2cccc(C(F)(F)F)c2)C1 (configuration not stated)
→ -8% | ? | -2% | ? | 2% | -10% | -6
Cn1c(CN2Cc3[nH]cnc3C[C@H]2C(=O)NCc2ccc(C(F)(F)F)cc2)nc2ccccc21
→ 5% | ? | 25% | -18% | -15% | 0% | 8

New compounds follow:
molecule,HEK293 viab,NIH3T3 tox,SNCA expr inhib,HEK cytotox,GPT2 inh,Luciferase inh,IP6K1 inhibitor
Cc1cc(N2CCC(C(=O)Nc3ccc(F)cc3F)CC2)n2nc(C)c(-c3ccc(Cl)cc3)c2n1,12%,/,-6%,/,/,/,-6
Cn1ccnc1CNC(=O)C[C@@H]1C[C@H]2O[C@H](CNC(=O)NC3CCCCC3)[C@@H](O)[C@H]2O1,6%,i,15%,0%,-10%,5%,-5
Cc1cn2c(=O)cc(COc3ccccc3NC(=O)c3ccc(Cl)cc3)nc2s1,1%,/,-26%,/,/,/,0
CN(Cc1nccn1Cc1ccccc1)C(=O)c1cccc(-n2cnnc2)c1,-2%,1%,-8%,i,1%,1%,-3
NC1CCCCN(C(=O)CCN2CCc3ccccc32)C1 (configuration not stated),1%,-28%,-19%,?,?,5%,-15
O=C1CC(c2ccccc2)N(C(=O)C2CC2)CCCN(S(=O)(=O)c2cccnc2)CCN1 (configuration not stated),2%,-9%,25%,4%,-8%,3%,10
COc1ccc(-c2[nH]ncc2C(=O)N2CC[C@H](CO)[C@H](NC(=O)C3CC3)C2)cc1,-1%[12.5 µM],-15%,105%[activator],1%,0%,?,9

A portion of the library; the hit share may differ from the screen's.
